Pol kappa inh = DNA polymerase kappa (human) inhibition; Q9UBT6; purified Pol kappa, fluorescent DNA synthesis assay, 10 min; Potency, µM (titrated, usually from 107 µM), for the others: top-dose activity, negative = inhibition, actives largely listed as inhibitors; 400,000 compounds, 0.53% hits; AID 588579; also: % is scaled to controls: 0 for no effect and ±100 for the full control effect
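50 nM final substrate added after 15 min RT preincubation of 10 nM Pol kappa with compound; fluorescence read at 0 and 10 min.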
Pol beta inh = DNA polymerase beta (human) inhibition | P06746 | Pol beta primer extension/strand displacement, fluorescence kinetic | Potency, µM (highest dose often 114 µM), inactives show top-dose activity change, negative = inhibition, most hits filed as inhibitors | 340,000 compounds, 1.3% hits | AID 485314; also: % is scaled to controls: 0 for no effect and ±100 for the full control effect
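Kinetic readout of DNA synthesis with strand displacement by Pol beta. Compound and 10 nM enzyme sit 15 min at room temperature; 50 nM substrate starts the reaction, read immediately and at 10 min.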
Pol iota inh = inhibitors of human DNA polymerase iota; 390,000 compounds, 1% hits; Potency, µM (series often up to 115 µM), without a hit: at the highest dose activity, negative = inhibition, most hits filed as inhibitors; Pol iota fluorescent replication assay, 10 min
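Pol iota at 10 nM preincubated 15 min with compounds at room temperature; reaction started with fluorescent substrate, 50 nM final. Fluorescence read kinetically at 0 and 10 min; buffer-only wells as negative control.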
G9a block = inhibitors of human histone lysine methyltransferase G9a | 350,000 compounds, 8.8% hits | Potency, µM (top dose mostly 102 µM), without a hit: at the top dose activity, negative = inhibition, actives largely listed as inhibitors | G9a H3K9 monomethylation, AlphaScreen, 2 h | AID 504332 | Q96KQ7; also: % is scaled to controls: 0 for no effect and ±100 for the full control effect; nearly all actives have a fitted effect of over 75% in size
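Chemiluminescent proximity detection of H3K9 monomethylation, read after 10 min bead incubation in the dark. Reaction: 20 nM G9a, 500 nM biotin-H3K9 peptide, 20 uM SAM cofactor, 2 h, room temperature, following 15 min enzyme-compound preincubation.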
BLM inh = blocks DNA unwinding by human BLM helicase; P54132; Potency, µM (titrated, usually from 56.1 µM), without a hit: at the top dose activity change, negative = inhibition, usual class: inhibitors; 350,000 compounds, 0.2% hits; AID 2528; recombinant BLM DNA unwinding, fluorescence dequenching;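 also: plate controls were vehicle for no effect and no enzyme for full effect; nearly all actives have a fitted effect of over 35% in size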
BAZ2B block = BAZ2B (human) inhibition | AID 504333 | Q9UIF8 | AlphaScreen BAZ2B-H3K14Ac peptide displacement | 360,000 compounds, 4.4% hits | Potency, µM (highest dose often 114 µM), inactives show at the highest dose activity change, negative = inhibition, usual class: inhibitors; also: % is scaled to controls: 0 for no effect and ±100 for the full control effect; nearly all actives have a fitted effect of over 60% in size
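BAZ2B (50 nM) with biotin-H3(5-23)K14Ac peptide (50 nM) in PBS pH 7.4, 0.01% Tween-20, preformed 30 min, then compound 30 min at room temperature; top concentration 110uM. AlphaScreen streptavidin donor/nickel chelate acceptor beads (10 ug/mL final), 20 min dark, signal read.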
Anesthetic bind = binds horse apoferritin like a general anesthetic | 350,000 compounds, 0.074% hits | AID 485281 | Potency, µM (doses to about 77.5 µM), without a hit: top-dose activity change, negative = displacement, most hits filed as inhibitors | P02791 | apoferritin/1-aminoanthracene competitive binding, fluorescence; also: % is scaled to controls: 0 for no effect and ±100 for the full control effect; nearly all actives have a fitted effect of over 20% in size
Target sequence (P02791 2-175 limits assumed): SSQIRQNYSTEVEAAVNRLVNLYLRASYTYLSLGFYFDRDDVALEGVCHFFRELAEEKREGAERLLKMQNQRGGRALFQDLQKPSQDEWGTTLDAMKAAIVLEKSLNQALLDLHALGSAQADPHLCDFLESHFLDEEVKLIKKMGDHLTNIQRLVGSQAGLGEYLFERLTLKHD
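Read-out: endpoint 1-AMA fluorescence, excitation 380 nm and emission 535 nm, after compounds sit 10 min at room temperature with 10 uM horse-spleen apoferritin in 50% saturated 1-AMA/PBS. Values come from four-parameter Hill fits.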
POLH inh = DNA polymerase eta (human) inhibition | Q9Y253 | recombinant Pol eta, fluorescent DNA replication assay | Potency, µM (series often up to 114 µM), without a hit: at the top dose activity change, negative = inhibition, actives largely listed as inhibitors | 390,000 compounds, 1.2% hits | AID 588591; also: % is scaled to controls: 0 for no effect and ±100 for the full control effect
Target sequence (Q9Y253 whole entry, looked up): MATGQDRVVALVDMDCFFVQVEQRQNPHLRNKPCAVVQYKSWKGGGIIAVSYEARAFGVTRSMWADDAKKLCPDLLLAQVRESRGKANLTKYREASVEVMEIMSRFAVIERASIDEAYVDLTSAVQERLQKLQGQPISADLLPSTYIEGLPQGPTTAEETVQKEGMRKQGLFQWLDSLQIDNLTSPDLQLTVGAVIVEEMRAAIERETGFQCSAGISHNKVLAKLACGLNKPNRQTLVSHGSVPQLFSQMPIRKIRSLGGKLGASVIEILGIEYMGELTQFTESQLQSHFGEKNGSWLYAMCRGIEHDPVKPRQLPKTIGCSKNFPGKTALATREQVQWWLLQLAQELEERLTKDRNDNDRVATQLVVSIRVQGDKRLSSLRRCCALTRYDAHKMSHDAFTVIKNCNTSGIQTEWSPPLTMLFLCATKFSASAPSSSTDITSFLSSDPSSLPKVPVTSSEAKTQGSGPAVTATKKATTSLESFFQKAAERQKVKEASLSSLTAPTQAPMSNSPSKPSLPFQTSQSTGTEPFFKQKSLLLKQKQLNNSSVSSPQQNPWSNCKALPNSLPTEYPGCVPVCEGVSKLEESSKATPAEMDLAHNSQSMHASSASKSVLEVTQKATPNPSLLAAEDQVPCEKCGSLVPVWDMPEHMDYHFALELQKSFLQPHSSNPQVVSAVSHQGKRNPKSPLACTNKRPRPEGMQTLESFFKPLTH
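Pol eta (10 nM) was preincubated with compounds for 15 min at room temperature, after which fluorescent replication substrate (50 nM final) was added to start the reaction. Fluorescence was read kinetically at 0 and 10 min.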
APEX1 inh = inhibitors of human APE1 endonuclease | Potency, µM (top dose mostly 65.8 µM), without a hit: top-dose activity change, negative = inhibition, usual class: inhibitors | recombinant APE1, TAMRA/BHQ-2 abasic DNA cleavage fluorescence | P27695 | 350,000 compounds, 0.35% hits;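 also: plate controls were vehicle for no effect and reference inhibitor for full effect; nearly all actives have a fitted effect of over 55% in size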
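Quantitative HTS: incision of a TAMRA/BHQ-2 double-stranded substrate bearing a tetrahydrofuran abasic site by 0.75 nM APE1 raises fluorescence. Substrate 50 nM final, added after 15 min compound preincubation at room temperature; progress as third-minus-first kinetic read difference.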
* hit, by the source's call; ? = inconclusive; . = no result given; & = joins results of further samples; [ ] = dose if it differs, or a comment. Calls follow the shape of the dose curve; as a rule, active = well fitted curve in the direction sought with a large enough effect; inconclusive = small, poorly fitted or top-dose-only effect, or another doubt; inactive = no such curve, though single readings can be large; an effect the other way counts as inactive or inconclusive. Potency is read from the fitted curve at half-maximal effect. This is a subset. The share of hits here may be higher or lower than overall.

SMILES	Pol kappa inh	Pol beta inh	Pol iota inh	G9a block	BLM inh	BAZ2B block	Anesthetic bind	POLH inh	APEX1 inh
C=CCNC(=O)/C=C/c1ccc(C(C)C)cc1	-14%	68%	24%	7%[59 µM]	-4%	-2%	-4%	-19%	0%
CC1(C)CC(=O)/C(=C(\O)c2ccccc2)C(=NCCc2ccccc2)C1	-14%	22%	19%	-3%[59 µM]	2%	1%	-8%	-21%	11%
CC(C)=C(C#N)c1nc2ccccc2s1	-7%	3%	?	-13%	-2%	16%	-5%	-4%	-4%
Cc1nc2nc(-c3ccco3)nn2c(C)c1Cl	-5%	-6%	?	?	-3%	3%	-4%	?	0%
C=CCNc1nc(NCc2ccccc2)c(C#N)c2c1CN(C)CC2	-13%	5%	-2%	?	3%	?	75%[activator]	-15%	4%
O=C(COC(=O)C1CCC(=O)N1)Nc1ccc(Oc2ccccc2)cc1 (stereo unspecified)	5%	1%	69%[activator]	-6%	3%	-12%	-19%	-13%	-6%
COc1ccc(S(=O)(=O)NCCCN2CCOCC2)cc1F	-7%	15%	7%	14%	-3%	-3%	-5%	-2%	5%
Cc1c(C(=O)Nc2cccc(C(F)(F)F)c2)sc2nc3n(c(=O)c12)CCCC3	-20%	-1%	23%	3.5µM*	-3%	-1%	441%[activator]	-8%	.
Cc1nc2nc(C)c(NS(=O)(=O)c3ccc(Cl)s3)c(=O)n2[nH]1	-10%	5%	-5%	-19%	5%	9%	1%	0%	-2%
CC(=O)c1cccc(S(=O)(=O)NC(C)C2CC3CCC2C3)c1 (stereo unspecified)	-5%	22µM*	?	50µM*	-8%	-5%	-19%	?	18%
O=C(Cc1nnc(NC(=O)Nc2ccccc2)s1)Nc1ccccc1	2%	1%	-2%	-3%	0%	-18%	-12%	-20%	2%
Cc1cnc(C(=O)NCC(=O)Nc2ccccc2Br)cn1	?	.	18µM*	?	.	?	.	32µM*	12%
Cc1ccccc1CN1C2=NCCCN2c2ccccc21	-10%	4%	12%	?	-6%	29%	-9%	-2%	?
CN(C)CCCNC(=O)C[C@H]1C[C@H](C(=O)N2CCCCC2)[C@@]2(CCc3ccccc3)c3[nH]c4ccc(Cl)cc4c3CCN2C1=O	-11%	.	-30%	.	.	.	.	-5%	-4%
O=C1ON=C(c2ccccc2)/C1=C/c1cccnc1	-2%	3%	-6%	45µM*	-2%	-11%	-6%	-10%	0%
COc1ccc2c(c1)c(C(=O)N/N=C/c1cccc(O)c1)c(C)n2C	2%	5%	31%[activator]	2%	2%	-9%	-3%	-16%	1%
CCOC(=O)N1CCc2c(sc3c2c(=O)n(-c2ccccc2)c(=O)n3CC(=O)Nc2ccc(OC)cc2OC)C1	11%	13%	-15%	-20%[59 µM]	-6%	0%	-4%	2%	.
Nc1ccc(Oc2ccc3nc(-c4ccccc4)c(-c4ccc([N+](=O)[O-])cc4)nc3c2)cc1	-3%	85%	-5%	32µM*	-10%	?	?	-18%	-2%
COc1ccc2nc(SC)c(C#N)cc2c1	15%	29%	89µM*	-21%	0%	-34%	-9%	-1%	-6%
CC1Nc2ncnc(N3CCN(c4ccccc4)CC3)c2N(Cc2ccc(Br)cc2)C1=O (stereo unspecified)	-4%	.	-12%	16%[2.33 µM]	.	?	.	-2%	-10%

Limited to Pol kappa inh, G9a block and BLM inh (2 entries from above):
canonical_smiles	Pol kappa inh	G9a block	BLM inh
CN(C)CCCNC(=O)C[C@H]1C[C@H](C(=O)N2CCCCC2)[C@@]2(CCc3ccccc3)c3[nH]c4ccc(Cl)cc4c3CCN2C1=O	-11%	.	.
O=C1ON=C(c2ccccc2)/C1=C/c1cccnc1	-2%	45µM*	-2%

Structures listed so far marked active in POLH inh.
SMILES	Pol kappa inh	Pol beta inh	Pol iota inh	G9a block	BLM inh	BAZ2B block	Anesthetic bind	POLH inh	APEX1 inh
Cc1cnc(C(=O)NCC(=O)Nc2ccccc2Br)cn1	?	.	18µM*	?	.	?	.	32µM*	12%

Carrying on:
SMILES	Pol kappa inh	Pol beta inh	Pol iota inh	G9a block	BLM inh	BAZ2B block	Anesthetic bind	POLH inh	APEX1 inh
CN(C)S(=O)(=O)c1ccc(S(=O)(=O)NC2CCOC(C)(C)C2)cc1 (stereo unspecified)	1%	-13%	18%	3%[59 µM]	5%	-1%	0%	-6%	9%
CCN1C(=O)[C@H]2[C@@H](c3ccc(-c4ccc(Cl)c(Cl)c4)c(OC)c3)N[C@@](Cc3ccccc3)(C(=O)OC)[C@H]2C1=O	3%	.	28%	6%[2.33 µM]	.	-22%	.	-24%	9%
COC(=O)C(CC(C)C)NC(=O)CNC(=O)c1ccccc1C (stereo unspecified)	-7%	2%	14%	26%[12.7 µM]	-1%	5%	-7%	-15%	1%
O=C(NCC1CCN(Cc2ccccc2Cl)CC1)Nc1ccccc1F	2%	8%	121%[activator]	39%	-1%	7%	2%	-26%	-20%
CCc1ccccc1NC(=O)CN(C)C(=O)CSc1nc2cc(Cl)ccc2s1	-8%	7%	5%	-13%[59 µM]	1%	34%[activator]	2%	-13%	4%
O=C(NC1CCS(=O)(=O)C1)c1cccc(S(=O)(=O)N2CCOCC2)c1 (stereo unspecified)	-7%	?	6%	-6%[12.7 µM]	-3%	0%	-3%	4%	-2%
Nc1ccc(Br)cc1C(NCC(=O)O)c1ccccc1 (stereo unspecified)	-7%	2%	24%	?	-1%	?	-7%	-22%	-1%
CCOc1ccc(C(=O)C(c2ccccc2)N2CCOCC2)cc1 (stereo unspecified)	2%	-3%	-9%	6%[59 µM]	-2%	-7%	-10%	-17%	-1%
CC(C)c1ccccc1NC(=O)COC(=O)c1ccc(Cl)c(S(=O)(=O)N2CCCCCC2)c1	-19%	-14%	41%[activator]	2%[59 µM]	-5%	-3%	-3%	-12%	5%
COc1ccccc1C(=O)Nc1ccccc1SCc1cc(=O)c2ccccc2[nH]1	-3%[60.1 µM]	-17%	16%	-21%[59 µM]	-8%	3%	-13%	-12%	.
CC(SCC(=O)Nc1ccccc1)c1nc2ccccc2c(=O)[nH]1 (stereo unspecified)	-7%	11%	9%	40%	1%	-1%	-5%	-15%	48%[activator]
CC(C)(C)C(=O)O/N=C(\N)c1ccc(-c2csnn2)cc1	-7%	29%	61%[activator]	35%	-5%	9%	2%	-19%	?
CC(=O)Nc1ccc(C)cc1	12%	.	15%	0%[0.501 µM]	.	-5%	.	4%	2%&2%
COc1ccc(SC[C@H](C)CN2CC[C@H](C)CCC2=O)cc1	3%&-15%	.	12%&15%	8%[0.501 µM]	.	5%	.	-17%	17%
CCOCCCNC(=S)NCCc1ccccc1	-16%	46%	1%	4%[59 µM]	4%	0%	-8%	-18%	2%
C/C=C(\C)C(=O)N1CCC(C(=O)c2ccccc2)CC1	0%	1%	22%	26%	-1%	-6%	-5%	-17%	-16%
CC(C)CCNC(=O)c1cnc2sc(N3CCCCC3)nn2c1=O	-2%	-8%	31%[activator]	8%[59 µM]	-2%	1%	-20%	-19%	.
CCC1Oc2ccccc2N(CC(=O)NCCN2CCc3ccccc3C2)C1=O (stereo unspecified)	-6%[60.1 µM]	20%	1%	?	0%	0%	-8%	-3%	-4%
CC(=O)c1nc(N2C(=O)CC(Cc3ccccc3)C2=O)sc1C (stereo unspecified)	0%	4%	-2%	?	-1%	?	-7%	-20%	5%
Cn1nc(C(=O)N2CCC(C(N)=O)CC2)c2c1-c1ccccc1SC2	8%	46%	0%	?	-1%	2%	-12%	-9%	31%

Other compounds:
SMILES	Pol kappa inh	Pol beta inh	Pol iota inh	G9a block	BLM inh	BAZ2B block	Anesthetic bind	POLH inh	APEX1 inh
O=P(c1ccccc1)(c1ccccc1)N(c1ccccc1)c1ccccc1	-8%	36%	10%	-6%[59 µM]	7%	11%	-5%	-13%	-3%
COC(=O)c1cccnc1N1CCN(c2ccccc2F)CC1	-7%	10%	6%	9%[59 µM]	0%	26%	-14%	-10%	-3%
CC(C)c1ccc(Nc2c(-c3ccc(N4CCOCC4)cc3)nc3ncccn23)cc1	-24%	21%	-3%	2%[59 µM]	-5%	-16%	-8%	-11%	.
COc1cccc(/C=N/Nc2cc(N3CCOCC3)ncn2)c1O	-2%	-29%	35%[activator]	45%	-7%	2.8µM*	-6%	-29%	42%
CC(Nc1cccc(C(=O)NC2CC2)c1)c1nnc(-c2ccccc2)o1 (stereo unspecified)	-4%	.	3%	.	.	.	.	-3%	-15%
N#Cc1cccc(NC(=O)CCC2CCCC2)c1	7%	-25%	-7%	1%[12.7 µM]	-6%	12%	?	-17%	-2%
COc1cc(NC(=O)N2CCOCC2)cc(OC)c1	-8%	1%	2%	8%	3%	-6%	-7%	-3%	-3%
CC1CCCC(=NNC(=O)C2COc3ccccc3O2)C1 (stereo unspecified)	-1%	.	-19%	.	.	.	.	-7%	12%
COc1ccccc1-n1nnnc1SCC(=O)NC1CCCC1	-3%	-22%	-7%	8%[12.7 µM]	-2%	-3%	-6%	-14%	-1%
O=[N+]([O-])c1cccc(-c2nnc(C3CC3)o2)c1	-13%	-14%	15%	.	-6%	-2%	9%	-11%	-5%
CC(CCc1ccccc1)NC(=O)CSc1nc(N)cc(N)n1 (stereo unspecified)	-19%	?	13%	27%[12.7 µM]	-3%	-12%	-12%	5%	8%
O=S(=O)(NCC(c1ccccc1)N1CCc2ccccc21)c1ccccc1 (stereo unspecified)	-6%	24%	-12%	16µM*	-14%	?	52%[activator]	.	.
O=C(c1cccc(-c2nnc(-c3ccccc3)o2)c1)N1CCCCCC1	-12%	17%	7%	1%[2.33 µM]	0%	-2%	?	-6%	-2%
Cc1ccccc1C(=O)O/N=C(\N)Cc1cccs1	-1%	2%	35%	44%	-2%	3%	?	-15%	8%

Profiles as entered above.
Record of COc1cc(NC(=O)N2CCOCC2)cc(OC)c1 → Pol kappa inh: -8%; Pol beta inh: 1%; Pol iota inh: 2%; G9a block: 8%; BLM inh: 3%; BAZ2B block: -6%; Anesthetic bind: -7%; POLH inh: -3%; APEX1 inh: -3%
Record of N#Cc1cccc(NC(=O)CCC2CCCC2)c1 → Pol kappa inh: 7%; Pol beta inh: -25%; Pol iota inh: -7%; G9a block: 1%[12.7 µM]; BLM inh: -6%; BAZ2B block: 12%; Anesthetic bind: ?; POLH inh: -17%; APEX1 inh: -2%
